Screening results (PubChem BioAssay)
N370S GC mod = qHTS Assay for Inhibitors and Activators of N370S glucocerebrosidase as a Potential Chaperone Treatment of Gaucher Disease | AID 2101, 2009 | Potency, µM (top dose mostly 59.4 µM), for the others: at the highest dose activity change, negative = inhibition, usual class: inhibitors | Lysosomal acid glucosylceramidase (Homo sapiens), P04062 | N370S GC spleen homogenate, 4MU-glucoside fluorescence | 330,000 tested, 0.092% active;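 further: 0% = full enzyme activity and -100% = no enzyme basal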
FEN1 inh = qHTS Assay for the Inhibitors of Human Flap endonuclease 1 (FEN1) | 390,000 tested, 0.35% active | Potency, µM (titrated, usually from 114 µM), for the others: top-dose activity change, negative = inhibition, actives largely listed as inhibitors | Recombinant FEN1 flap cleavage, fluorescence, 15 min | P39748; further: nearly all actives have a fitted effect of over 65% in size
Target sequence (P39748 whole entry, looked up): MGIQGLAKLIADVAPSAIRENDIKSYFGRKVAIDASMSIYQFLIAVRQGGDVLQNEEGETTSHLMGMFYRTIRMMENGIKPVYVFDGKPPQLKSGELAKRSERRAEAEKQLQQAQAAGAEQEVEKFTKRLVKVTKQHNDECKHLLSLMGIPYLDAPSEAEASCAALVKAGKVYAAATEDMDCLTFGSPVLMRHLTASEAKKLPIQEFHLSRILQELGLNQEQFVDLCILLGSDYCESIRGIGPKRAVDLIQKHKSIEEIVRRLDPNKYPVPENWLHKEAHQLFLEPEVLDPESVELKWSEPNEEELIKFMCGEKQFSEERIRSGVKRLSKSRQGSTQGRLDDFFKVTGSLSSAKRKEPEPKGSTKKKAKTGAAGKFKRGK
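With each library titrated from low to high concentration, compounds met 10 nM FEN1 for 15 min at room temperature before 50 nM substrate was added; readings at 0 and 15 min fed four-parameter Hill curve fits.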
DT40 TDP1 CPT = qHTS for Inhibitors of human tyrosyl-DNA phosphodiesterase 1 (TDP1): qHTS in cells in presence of CPT; chicken DT40 Tdp1-/-;hTDP1 cells + 20 nM CPT, ATP luminescence, 48 h; Potency, µM (highest dose often 46.2 µM), without a hit: at the top dose activity change, negative = growth inhibition, actives largely listed as inhibitors; 420,000 tested, 12% active; AID 686979, 2013; further: nearly all actives have a fitted effect of over 55% in size
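Chicken DT40 Tdp1-/- cells stably complemented with human TDP1 were seeded at 400 cells/well in medium containing 20 nM camptothecin, exposed to pin-transferred compounds, and grown at 37 °C for at least 48 hr. Viability was read as ATP luminescence.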
* hit, by the source's call; ? = inconclusive; nt = no result given; & = joins results of further samples; [ ] = remark or other dose. The call rests on the fitted dose curve; in most records, active means well fitted curve in the direction sought with a large enough effect; inconclusive means small, poorly fitted or top-dose-only effect, or another doubt; inactive means no such curve, though single readings can be large; an effect the other way counts as inactive or inconclusive. Unless noted, on the % scale 0 is the no-effect control and ±100 the full control effect; potency means the concentration at half of the fitted maximal effect.

SMILES | N370S GC mod | FEN1 inh | DT40 TDP1 CPT
CCCC(=O)OCC(=O)Nc1ccc2c(c1)OCO2 | -5% | 1% | -9%
Cc1ccc(-c2nc3c4ccccc4n(Cc4cccc(Cl)c4)c(=O)n3n2)cc1 | nt | -4% | -11%
COCc1nnc(NC(=O)CCCCCN2C(=O)c3ccccc3C2=O)s1 | -2% | 0% | -13%
O=C(CCn1c(=O)oc2cc(Cl)ccc21)Nc1ccc(O)cc1 | 0% | 3% | -30%
CN(C)c1ccc(/C=C/c2c(F)cnc3ccccc23)cc1 | nt | ? | 7.9µM*
CCc1cc(=O)oc2c3c(cc(OCC(=O)NCCCCCC(=O)O)c12)OC(C)(C)CC3 | ? | -16% | 3%
CC1CCN(C(=O)COC(=O)c2ccc(=O)n(Cc3ccccc3)n2)CC1 | -1% | -5% | -4%
O=C1NC(=S)SC1=Cc1ccc2c(c1)OCO2 | nt | 0% | 1%
O=C(Cn1c(-c2cccs2)cc2ccccc21)NCc1ccccc1Br | nt | 11% | ?
Nc1ccc(Sc2nnnn2-c2ccccc2)c(Cl)c1 | -2% | -2% | -6%
O=C(NC1CCCC1)C1C2C=CC(C2)C1C(=O)N1CCOCC1 (stereo unspecified) | -3% | -14% | 2%
CCc1ccccc1S(=O)(=O)Cc1ccc(C(=O)NCCc2ccccc2)o1 | -1% | -4% | ?
COc1cc(Cl)c(C)cc1NC(=O)c1cc(CN2CCOCC2)on1 | nt | -6% | ?
COc1ccc(C(=S)N2CCOCC2)cc1OC(=O)c1ccc(C)cc1 | -6% | -21% | 6%
COc1ccc(C2C(C(N)=O)=C(C)Nc3nc(-c4ccccc4Cl)nn32)cc1 (stereo unspecified) | nt | -8% | -22%
CN1CCc2c(sc(/N=C/c3cc(Cl)ccc3O)c2C#N)C1 | -3% | -5% | 1%
O=C(O)CS(=O)(=O)CC(=O)NCc1cccc(C(F)(F)F)c1 | -3% | -4% | -4%
COc1ccc(CNC(=O)C(c2cccs2)N(C(=O)c2csnn2)C2CC2)cc1 (stereo unspecified) | 6% | -13% | -21%
Cc1cn(CC(=O)NCc2ccc3c(c2)OCO3)c(=O)[nH]c1=O | nt | -3% | 10%
N/C(=N\OC(=O)c1ccc(Cl)cc1Cl)c1ccc(Cl)cc1 | -2% | -2% | ?
COC(=O)c1c(N)sc(Cc2ccccc2)c1C | -2% | 1% | -11%
COc1ccccc1N1CCN(C(=O)c2ccc3nc(-c4ccco4)c(-c4ccco4)nc3c2)CC1 | -10% | -20% | ?
COc1cc(S(=O)(=O)NC2CCCC2)c(OC)cc1Cl | -1% | 2% | 3%
CCOc1cc(C(=O)NC(CC(=O)O)c2ccc(OC3CCCC3)cc2)cc(OCC)c1OCC (stereo unspecified) | -4% | -12% | 3%
COc1cc(NC(=S)NC2CC(C)(C)NC(C)(C)C2)cc(OC)c1 | -3% | 1% | -4%

Among those listed so far, eight contain a Cl atom.
SMILES | N370S GC mod | FEN1 inh | DT40 TDP1 CPT
Cc1ccc(-c2nc3c4ccccc4n(Cc4cccc(Cl)c4)c(=O)n3n2)cc1 | nt | -4% | -11%
O=C(CCn1c(=O)oc2cc(Cl)ccc21)Nc1ccc(O)cc1 | 0% | 3% | -30%
Nc1ccc(Sc2nnnn2-c2ccccc2)c(Cl)c1 | -2% | -2% | -6%
COc1cc(Cl)c(C)cc1NC(=O)c1cc(CN2CCOCC2)on1 | nt | -6% | ?
COc1ccc(C2C(C(N)=O)=C(C)Nc3nc(-c4ccccc4Cl)nn32)cc1 (stereo unspecified) | nt | -8% | -22%
CN1CCc2c(sc(/N=C/c3cc(Cl)ccc3O)c2C#N)C1 | -3% | -5% | 1%
N/C(=N\OC(=O)c1ccc(Cl)cc1Cl)c1ccc(Cl)cc1 | -2% | -2% | ?
COc1cc(S(=O)(=O)NC2CCCC2)c(OC)cc1Cl | -1% | 2% | 3%

Additional results:
SMILES | N370S GC mod | FEN1 inh | DT40 TDP1 CPT
CCC(=O)N1CCN(c2ccc(Cl)cc2NC(=O)c2ccc(Br)o2)CC1 | nt | 48% | ?
Cc1onc(-c2ccccc2Cl)c1C(=O)NC(=S)NCc1cccnc1 | 19% | -8% | -14%
CCCCN(CCCNC(=O)CN1N=C(c2ccc(C)cc2)CCC1=O)c1ccccc1 | nt | -15% | ?
COc1ccc(Cl)c2sc(N(CCN(C)C)C(=O)C3=COCCO3)nc12 | nt | -14% | -22%
CCOC(=O)c1cccc(NC(=O)CCn2nnc3ccccc32)c1 | -5% | -3% | -25%
CCOC(=O)C(=O)Nc1nc(-c2ccc3c(c2)CCN3C(=O)C2CC2)c(C)s1 | -5% | -3% | -2%
CC(C)/C(=N\NC(=O)Nc1ccccc1)c1ccccc1 | ? | 10% | -1%
CCOc1cc(C(=S)N2CCOCC2)cc(Br)c1OS(=O)(=O)c1ccccc1 | 1% | -9% | ?
Nn1c(SCC(=O)NCc2ccccc2)nnc1C1CC1 | 3%[2.35 µM] | -1% | -24%
Cc1cc(C)n(-c2cc(N3CCN(S(=O)(=O)c4ccc5ccccc5c4)CC3)ccc2[N+](=O)[O-])n1 | 4% | -1% | ?
CCCCNC(=O)CN(c1ccc(Cl)c(Cl)c1)S(C)(=O)=O | -12% | -6% | 9%
CS(=O)(=O)Nc1ccccc1C(=O)c1ccccc1 | 4% | -11% | ?
OC(c1cc(C(F)(F)F)nc2c(Cl)cc(Cl)cc12)C1CCCCN1 (stereo unspecified) | -16% | -4% | 18µM*
Cc1c(NC(=O)CSc2nnc(-c3ccncc3)o2)c(=O)n(-c2ccccc2)n1C | 14% | -3% | -13%
O=C(N/N=C/c1ccc(O)cc1O)c1ccncc1 | -7% | -7% | 8.2µM*
CC(=O)N1CCN(CC(=O)Nc2ccc(C)c(F)c2)CC1 | -2% | -3% | -19%
O=c1[nH]ncn1-c1cccc(C(F)(F)F)c1 | 3% | 9% | 0%
O=C(Nc1ccc(Cc2ccncc2)cc1)c1ccc(N2CCOCC2)c([N+](=O)[O-])c1 | 3% | 8% | -13%
COC(=O)CSc1nsc(SCC(=O)OC)c1C#N | 18% | 0% | -33%
COc1cc([N+](=O)[O-])ccc1NC(=O)CCCOc1cccc(C)c1C | 2% | -7% | -8%
Cn1c(=O)c2[nH]c(C=Cc3ccc4c(c3)OCO4)nc2n(C)c1=O | nt | -3% | -14%
COC(=O)Cc1c(C)c2ccc(OCC(=O)N(C)C3CCS(=O)(=O)C3)cc2oc1=O (stereo unspecified) | 27% | 16% | -12%
Cc1c(C(=O)Nc2cccc3cccnc23)oc2ccccc12 | -22% | -9% | -14%
CCc1cc2c(=O)n(CC)c(SC(C)C(=O)Nc3c(C)n(C)n(-c4ccccc4)c3=O)nc2s1 (stereo unspecified) | -2% | 3% | ?
Cc1c(CCC(=O)O)c(=O)oc2cc3oc4c(c3cc12)CCCC4 | -2% | -20% | -1%

(cont.)
SMILES | N370S GC mod | FEN1 inh | DT40 TDP1 CPT
O=C(O)c1cc(-c2ccc3c(c2)OCO3)nc2ccccc12 | 2% | -6% | ?
CCN(C(=O)COC(=O)c1ccc2c(c1)OCO2)c1ccccc1 | nt | 5% | -24%
Cc1c(NC(=O)COC(=O)C2(c3ccc(F)cc3)CCCC2)c(=O)n(-c2ccccc2)n1C | -8% | -6% | -24%
CCN(CC(=O)Nc1cc(Cl)ccc1C)C(=O)CN1C(=O)NC2(CCCC2)C1=O | -9% | 11% | 7%
COc1cccc2c(=O)n(CC(=O)Nc3ccccc3)ccc12 | 14% | -15% | 4%
CCCN1C(=O)c2ccc(C(=O)Nc3cc(C)ccc3O)cc2C1=O | 7% | -13% | 3%
COC(=O)c1ccc(C2c3c(-c4ccc(Br)cc4)n[nH]c3C(=O)N2c2ccc(Cl)cc2)cc1 (stereo unspecified) | nt | -22% | ?
CCN(CC)CCNC(=O)c1cc2c(-c3cccc(OC)c3)nn(C)c2s1 | ? | ? | ?
C[C@H](C(=O)CC(=O)OC(C)(C)C)[C@H](O)c1ccc(C(F)(F)F)cc1 | -6% | -16% | -21%
CCOC(=O)C1=C(C)N(C)C(C)=C(C(=O)OCC)C1c1ccccn1 | 0% | 6% | -8%
COc1ccccc1C(=O)Nc1nnc(S(=O)(=O)N2CCN(c3ccc(F)cc3)CC2)s1 | 5% | 9%&-1% | ?
CCn1c(Cc2c(C)[nH]c3ccccc23)nnc1SCC(=O)NCc1ccccc1 | 2% | 8% | -29%
CC(C)c1ccc(NC(=O)Cn2nnc(C(=O)NCc3cccs3)c2N)cc1 | nt | 12% | 19%
CC1CN(S(=O)(=O)c2ccc(C(=O)Nc3nnc(-c4ccccn4)o3)cc2)CC(C)O1 (stereo unspecified) | 10% | 0% | -16%
CC1CC(C)CN(S(=O)(=O)c2cc3c(cc2Cl)NC(=O)CO3)C1 (stereo unspecified) | -8% | 19% | -18%
O=C(NC1CCCC1)C1CCN(C(=O)c2ccccc2Cl)CC1 | -12% | -3% | 8%
O=C(CCCCCn1c(=S)[nH]c2cc3c(cc2c1=O)OCO3)N1CCN(C(=O)c2ccco2)CC1 | 2% | -5% | -23%
CN(Cc1ccccc1F)C(=O)c1ccc(Oc2ccccc2)cc1 | -11% | -22% | ?
CNc1snc(C)c1C(=O)OCC(=O)c1cc(F)ccc1OC | nt | 17% | ?
O=C(NCC1COc2ccccc2O1)C1CCN(S(=O)(=O)c2cccc3nsnc23)CC1 (stereo unspecified) | -6% | 8% | ?
COc1ccc(C(=O)NCCn2cc(SCC(=O)NCC3CCCO3)c3ccccc32)cc1 (stereo unspecified) | -6% | 20% | -22%
O=C(c1ccccc1)C1CCN(C(=O)c2ccco2)CC1 | -1% | 21% | -2%
CC(C)Oc1ccc(C(=O)OCC(=O)NCCNC(=O)COC(=O)c2ccc(OC(C)C)cc2)cc1 | -4% | 0% | ?
CCCc1nnc(NC(=O)c2nc(S(=O)(=O)Cc3cccc(C)c3)ncc2Cl)s1 | -1% | 10% | ?
Cc1ccccc1C(=O)c1c[nH]c(C(=O)N=CN(C)C)c1 | -8% | 6% | 5%
CCOC(=O)c1scc(-c2ccc(C)cc2)c1S(=O)(=O)N1CCN(c2ccccc2)CC1 | nt | 5% | 13µM*
CC(C)C(NCc1c(Cl)cccc1Cl)C(=O)O (stereo unspecified) | 4% | -7% | 8%
Cc1cc(C)n(CC(C)NC(=O)c2cc(COc3ccc(F)c(F)c3)on2)n1 (stereo unspecified) | 4% | -11% | ?
CO/N=C/C(C#N)=C/c1ccc(OC)cc1 | -1% | 1% | 4%
COc1ccc(NS(=O)(=O)c2cc(C(=O)N3CCN(C/C=C/c4ccccc4)CC3)ccc2C)cc1 | -5% | -8% | ?

Entries listed so far that contain a cyano group, in the order listed:
SMILES | N370S GC mod | FEN1 inh | DT40 TDP1 CPT
CN1CCc2c(sc(/N=C/c3cc(Cl)ccc3O)c2C#N)C1 | -3% | -5% | 1%
COC(=O)CSc1nsc(SCC(=O)OC)c1C#N | 18% | 0% | -33%
CO/N=C/C(C#N)=C/c1ccc(OC)cc1 | -1% | 1% | 4%

These rows are one share of the data. The share of hits here may be higher or lower than overall.
